From PubChem
TDP2 absorb: blocks human TDP2 phosphodiesterase activity; O95551; recombinant TDP2, T5PNP hydrolysis, p-nitrophenol absorbance 415 nm; inhibition, % at 12.8 µM; actives 0.34% (n = 370,000);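 active = inhibition above the mean of all tested compounds plus 3 SD, set per campaign, cut at about 25% in these data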;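 also: 0% = DMSO with enzyme and 100% = buffer with substrate but no TDP2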
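Incubation: 2 h at 37 °C; Test system: recombinant human TDP2; Quantity: enzyme 120 nM; Read-out basis: percent inhibition; Medium: 50 mM Tris-HCl pH 7.5 with Mg2+, KCl, DTT, BSA; Repeats: single replicate; Compound: 12.8 µM single point, 1% DMSO; Signal: epi absorbance; Reagent: 5 mM T5PNP chromogenic substrate; Benchmarks: no-enzyme high, DMSO-plus-enzyme low.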
LEDGF integ inh: blocks HIV-1 LEDGF/p75-dependent DNA integration. TR-FRET IN-LEDGF/p75 DNA integration, Eu/Cy5. inhibition, % at 3.7 µM. actives 0.64% (n = 370,000). AID 743269;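 active = inhibition above the screen-wide mean plus 3 SD, cut at about 13% in these data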;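 also: signal is the Cy5 over europium emission ratio at 671 and 618 nm; 0% = plate median of compound wells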
UHRF1 MBD2 ctr: human UHRF1 methylated DNA binding inhibitors; UHRF1 binding to methylated oligo, TR-FRET; inhibition, % at 4.4 µM; actives 0.75% (n = 370,000); AID 687016; in the data active = inhibition above about 21%;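 also: UHRF1 SRA domain binding a hemimethylated CpG hairpin DNA probe; 0% = median of test compound wells and 100% = reference inhibitor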
PG9 Ab binder: small molecules binding HIV-1 gp120 antibody PG9. TR-FRET gp120-PG9 antibody binding. actives 0.43% (n = 360,000). inhibition, % at 6.7 µM; in the data active = inhibition above about 8.5%
SIAE inh: blocks human sialic acid acetylesterase | Q9HAT2 | SIAE FP-Rh probe binding, fluorescence polarization | inhibition, % at 9.66 µM | actives 0.69% (n = 370,000) | AID 1053197;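 active = inhibition above a cutoff: mean of compounds within the control limits plus 3 SD of those, cut at about 17% in these data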;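 also: 0% = plate median of compound wells and 100% = probe without SIAE protein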
TCR-CD3 inh: inhibitors of human TCR-CD3 interaction; AID 651800; TAMRA-labeled TCR probe fluorescence, biochemical; inhibition, % at 9.4 µM; actives 0.37% (n = 360,000); in the data active = inhibition above about 19%;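 also: recombinant mutant TCR 2C K166C tagged with TAMRA read by polarization; 0% = receptor in buffer alone and 100% = receptor with positive control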
DDE Tn7 FP inh: disrupts Tn7 cyclic peptide binding to fibrin D-Dimer-E complex; P02675; actives 0.13% (n = 370,000); AID 720508; FP displacement of FITC-Tn7 peptide from fibrin DD(E); 0% = median of compound wells per plate; inhibition, % at 8.3 µM;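 active = inhibition above the mean of compounds falling within the control limits plus 3 SD of them, cut at about 14% in these data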;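 also: 0% = plate median of compound wells and 100% = 10 µM Aha-Tn7 peptide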
Target sequence (P02675 whole entry, looked up): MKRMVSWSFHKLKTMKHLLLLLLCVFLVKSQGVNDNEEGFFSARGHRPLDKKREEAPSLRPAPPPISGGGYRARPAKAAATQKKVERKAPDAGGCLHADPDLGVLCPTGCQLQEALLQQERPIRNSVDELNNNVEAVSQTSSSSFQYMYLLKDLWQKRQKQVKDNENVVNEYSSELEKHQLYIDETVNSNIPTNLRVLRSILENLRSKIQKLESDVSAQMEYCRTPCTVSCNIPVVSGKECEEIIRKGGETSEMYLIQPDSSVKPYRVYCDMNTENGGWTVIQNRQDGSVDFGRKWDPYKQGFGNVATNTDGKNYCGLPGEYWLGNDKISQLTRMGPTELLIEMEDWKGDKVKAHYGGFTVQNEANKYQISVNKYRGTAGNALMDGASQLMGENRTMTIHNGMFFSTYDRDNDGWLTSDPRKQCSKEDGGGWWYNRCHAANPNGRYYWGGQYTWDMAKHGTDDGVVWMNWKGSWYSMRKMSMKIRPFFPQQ
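system = human fibrin DD(E) protein | quantity = DD(E) 2 µM final | medium = Tris/NaCl/CaCl2 buffer, pH 7.8 | also added = labelled Tn7 tracer, 0.1 µM | compound dosing = single point at 8.3 µM | timing = compound with protein 10 min, then 3 h after probe, room temperature | signal = FP measurement | benchmarks = Aha-Tn7 high control | repeats = one replicate per compound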
HTRA1 inh: HTRA1 (human) protease inhibition. actives 0.5% (n = 340,000). inhibition, % at 5.96 µM. recombinant HTRA1, FP-rhodamine activity-based probe, fluorescence polarization. Q92743; in the data active = inhibition above about 36%;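 also: 0% = enzyme with DMSO and 100% = wells lacking enzyme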
PRMT1 inh: blocks human protein arginine methyltransferase 1; AID 652257; actives 1.3% (n = 370,000); recombinant PRMT1, activity-based probe fluorescence polarization; inhibition, % at 2.79 µM;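 active = inhibition above about 21% made by adding two undisclosed values, limit read from the data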
mABHD4 FP: inhibits mouse alpha/beta hydrolase domain 4 | purified mABHD4, FP-Rh probe fluorescence polarization | Q8VD66 | actives 0.54% (n = 370,000) | inhibition, % at 8.92 µM | AID 720543;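 active = inhibition exceeding the mean over every tested compound plus 3 SD, cut at about 30% in these data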;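 also: 0% = plate median of compound wells and 100% = S159A mutant with DMSO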
Target sequence (Q8VD66 whole entry, looked up, the tested form may be a part): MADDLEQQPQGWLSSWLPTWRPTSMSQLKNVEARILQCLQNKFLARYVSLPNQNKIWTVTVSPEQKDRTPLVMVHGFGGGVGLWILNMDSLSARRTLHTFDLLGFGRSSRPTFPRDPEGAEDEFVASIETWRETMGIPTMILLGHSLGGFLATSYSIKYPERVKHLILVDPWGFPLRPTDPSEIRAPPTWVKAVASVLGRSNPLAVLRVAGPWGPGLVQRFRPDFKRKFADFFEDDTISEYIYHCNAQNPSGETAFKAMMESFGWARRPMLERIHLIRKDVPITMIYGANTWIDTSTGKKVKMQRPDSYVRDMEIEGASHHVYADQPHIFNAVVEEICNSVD
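Assay system: mABHD4 protein; medium: HEPES pH 7.0, NaCl, Pluronic buffer; dosing: 8.92 µM, single dose; schedule: 45 min + 60 min at 25 °C; signal: FP readout, ex 525 nm / em 598 nm; read-out: normalized percent inhibition of probe labeling; repeats: single replicate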
An asterisk follows results filed as active; nt = not tested or not shown.

cpd	structure	TDP2 absorb	LEDGF integ inh	UHRF1 MBD2 ctr	PG9 Ab binder	SIAE inh
1	Cn1c(NC(=O)COc2ccccc2)cc(=O)n(C)c1=O	-15	-2	0	-1.8	-5
2	NC(=O)C1CCN(c2cc(N3CCOCC3)ccc2[N+](=O)[O-])CC1	-1	3	-7	-2.1	-1
3	NS(=O)(=O)c1ccc(NC(=O)Cc2c(F)cccc2Cl)cc1	5	2	-1	0.1	-1
4	O=c1c2ccccc2sn1-c1ccccc1	4	0	6	5.2	4
5	CCOC(=O)C(=Cc1ccccc1)C(=O)c1ccccc1	-8	-4	0	1.4	1
6	Cc1nc(/N=C\N(C)C)sc1C(=O)Nc1ccccc1	9	4	1	-0.4	-4
7	C/C(CC(=O)Nc1ccccc1)=N\NC(=O)COc1ccc(C)cc1Br	6	-7	1	2.3	-5
8	N#CCC(=O)Nn1c(=S)[nH]c2ccccc2c1=O	14	0	-10	1.3	1
9	Cc1ccc(SC(C)c2nc(-c3ccncc3)no2)cc1 (stereo not given)	5	1	-2	-2.2	-2
10	CCOc1ccc(Cl)cc1S(=O)(=O)N1CCC(C(=O)NCc2ccncc2)CC1	-14	8	0	-1.3	-3
11	O=c1c2[nH]c3ccc(F)cc3c2ncn1CCC1=CCCCC1	-2	1	1	2.8	-2
12	FC(F)(F)c1ccccc1-n1c(-c2ccco2)n[nH]c1=S	13	-3	-3	1.2	10

cpd	TCR-CD3 inh	DDE Tn7 FP inh	HTRA1 inh	PRMT1 inh	mABHD4 FP
1	11	-1	4	15	0
2	2	-6	-8	-4	-2
3	6	0	-1	-2	-3
4	-9	3	-13	95*	3
5	-3	4	-10	7	2
6	5	-5	-9	0	1
7	-9	4	-9	5	-1
8	7	3	1	2	12
9	6	4	-1	0	3
10	-3	2	7	-2	0
11	3	5	0	1	0
12	2	9	3	0	8

Later entries
cpd	structure	TDP2 absorb	LEDGF integ inh	UHRF1 MBD2 ctr	PG9 Ab binder	SIAE inh
13	CCOc1ccc(NC(c2ccccc2)P(=O)(OC)OC)cc1 (stereo not given)	-3	4	0	-2.8	7
14	Cc1ccc(C)c(NC(=O)CN(C)C(=O)c2ccc(-c3ccc(Cl)cc3)o2)c1	-4	2	0	0.8	-4
15	CC(Sc1nnc(-c2ccco2)n1C)C(=O)Nc1ccc(N2CCOCC2)cc1 (stereo not given)	4	1	-1	-0.8	1
16	O=C(OCC#CCSc1nnc(-c2cccs2)o1)c1ccc(F)cc1	-3	-1	-3	nt	-4
17	C=CCC[C@H](Cc1ccc(F)cc1)C(=O)OC[C@@H](NC(=O)[C@H](CC=C)CC(=O)NCCO)C(C)(C)C	1	2	2	-0.8	-1
18	O=C(O)CCC(=O)Nc1cccc2cccnc12	-2	0	-1	0.1	2
19	O=C1CCN(Cc2ccccc2)CCN1[C@H](CO)Cc1ccccc1	-5	-3	-1	-0.5	-3
20	CCOc1ccc(S(=O)(=O)N2CCN(c3ccccc3)CC2)c2cccnc12	1	2	-1	1.7	-1
21	Nc1nc2ccccc2n1CCOc1ccc(F)cc1	-7	-1	0	-2.6	1
22	CCOC(=O)C(NC(C)=O)(Nc1ccc(S(N)(=O)=O)cc1)C(F)(F)F (stereo not given)	-7	5	0	-0.7	0
23	CCOC(=O)CON1C(=O)c2ccccc2C1=O	-9	-4	0	0.6	-2
24	CCOc1ccccc1C(=O)Nc1cc(Cl)ccc1O	6	-3	-2	-0.8	-2

cpd	TCR-CD3 inh	DDE Tn7 FP inh	HTRA1 inh	PRMT1 inh	mABHD4 FP
13	6	-2	6	-3	3
14	8	1	-7	1	-2
15	1	-6	2	1	7
16	nt	6	nt	-1	-5
17	4	-9	4	0	-6
18	-4	-6	-5	8	6
19	-2	0	9	0	1
20	-8	2	-5	2	-1
21	-5	-4	-1	-3	-1
22	11	-7	-6	0	-4
23	8	3	6	-1	3
24	-2	5	-33	0	-14

Later entries.
cpd	structure	TDP2 absorb	LEDGF integ inh	UHRF1 MBD2 ctr	PG9 Ab binder	SIAE inh
25	O=C(NCc1cccnc1)c1ccccc1NS(=O)(=O)c1ccc(Br)cc1	7	-1	3	0.0	-4
26	Cc1ccc(-c2c(C(=O)N/N=C/c3ccc(C)o3)nnn2-c2nonc2N)cc1	8	1	-2	-1.6	1
27	Cc1cc(NC(=O)COc2ccccc2)ccc1Cl	-13	7	0	-1.7	-2
28	Cc1ccc(C(C)NC(=O)c2ccc3c(c2)OCCO3)cc1C (stereo not given)	-2	2	5	4.4	0
29	CC(C)Nc1ncnc2c1ncn2[C@H]1CN(Cc2ccccc2)C[C@@H](CO)O1	-4	1	0	-0.4	0
30	Cn1c(=O)c(C(=O)NCc2ccc(F)cc2)c(O)c2ccccc21	-6	0	0	-0.8	-4
31	CC(C)(C)/C(O)=C/c1nc2cc(Cl)ccc2oc1=O	6	8	-7	-3.1	-1
32	CC(C)NC(=S)N/N=C/c1ccc2c(c1)OCCO2	6	-1	0	-0.9	0
33	COc1ccc(Cl)cc1NC(=O)c1ocnc1C	-1	1	-4	1.7	1
34	CCc1ccc(C(=O)NNC(=S)Nc2ccc(S(N)(=O)=O)cc2)s1	8	-1	-5	0.2	2
35	COc1cc(NC(=O)Nc2c(C)n(C)n(-c3ccccc3)c2=O)cc(OC)c1OC	-12	8	0	-0.8	13
36	Cc1cc(NC(=O)Cc2ccccc2)nc2c1c(=O)oc1ccccc12	-4	0	-1	-1.5	-6

cpd	TCR-CD3 inh	DDE Tn7 FP inh	HTRA1 inh	PRMT1 inh	mABHD4 FP
25	4	3	4	1	2
26	8	-2	-11	-2	-11
27	-3	-3	-14	-4	-20
28	-11	4	-10	1	-11
29	1	4	nt	-2	-1
30	4	5	0	3	3
31	-5	-7	18	5	32*
32	5	0	-1	3	2
33	5	3	3	1	2
34	-3	5	-4	-3	0
35	-3	0	-1	-5	-6
36	11	5	-5	-4	-4

Ordered by molecular weight (rising): some entries from above.
cpd	structure	TDP2 absorb	LEDGF integ inh	UHRF1 MBD2 ctr	PG9 Ab binder	SIAE inh
21	Nc1nc2ccccc2n1CCOc1ccc(F)cc1	-7	-1	0	-2.6	1
26	Cc1ccc(-c2c(C(=O)N/N=C/c3ccc(C)o3)nnn2-c2nonc2N)cc1	8	1	-2	-1.6	1
10	CCOc1ccc(Cl)cc1S(=O)(=O)N1CCC(C(=O)NCc2ccncc2)CC1	-14	8	0	-1.3	-3

cpd	TCR-CD3 inh	DDE Tn7 FP inh	HTRA1 inh	PRMT1 inh	mABHD4 FP
21	-5	-4	-1	-3	-1
26	8	-2	-11	-2	-11
10	-3	2	7	-2	0

Following part
cpd	structure	TDP2 absorb	LEDGF integ inh	UHRF1 MBD2 ctr	PG9 Ab binder	SIAE inh
37	O=C(CC(SCCO)c1ccc(F)cc1)c1ccco1 (stereo not given)	-4	1	-2	-0.7	-1
38	N#Cc1cnc2cc(-c3ccccc3)nn2c1N	-10	-3	-2	-2.4	0
39	CCOc1ccc(-n2c(SCC(=O)Nc3ccc4c(c3)OCCO4)nc3c(c2=O)SCC3)cc1	5	-1	-3	0.8	3
40	CCOc1ccc(C(=O)Nc2ccccc2N2CCOCC2)cc1	-11	4	0	-1.7	2
41	COc1ccc(NC(=S)NC(=O)c2cncc(Br)c2)c(OC)c1	-6	-2	-1	1.7	1
42	COc1cccc(NS(=O)(=O)c2ccc3[nH]cc(C(=O)NCCCOC(C)C)c(=O)c3c2)c1	3	-1	-3	10*	-9
43	COC(=O)/C(C#N)=C/c1c[nH]c2ccccc12	1	-1	-4	0.1	0
44	O=C(NCc1ccccc1OC(F)(F)F)C1CCC(=O)N(CCc2ccccn2)C1 (stereo not given)	5	2	-4	-0.9	6
45	CC(C)n1nnnc1SCC(=O)NNC(=O)C1CCCCC1	2	0	0	0.0	-4
46	O=C(NCc1ccco1)C12CN(Cc3ccccc3)CC1C(c1cccc([N+](=O)[O-])c1)=NO2 (stereo not given)	7	-1	-2	1.3	-1
47	CCCOc1ccc(NC(=O)CC2C(=O)N(CC)C(=S)N2Cc2cccs2)cc1 (stereo not given)	-16	3	-1	-0.4	-11
48	O=C(NC(=S)N1CCN(c2nc(-c3ccccc3)cs2)CC1)c1cncc(Br)c1	5	-1	-2	4.3	-1
49	CC1(C(=O)NC2CCN(Cc3ccccc3)CC2)CCN1Cc1ccc2ccccc2c1 (stereo not given)	-3	4	-2	-0.6	0
50	COc1ccc(C2CC(c3ccc4ccccc4c3)=NN2C(=O)CN2CCC(C(N)=O)CC2)cc1 (stereo not given)	-21	-2	-1	0.7	3
51	Cc1ccc([C@@H]2CC=C(C(=O)O)[C@H](c3ccc(Br)cc3)N2S(=O)(=O)c2ccc(C)cc2)cc1	4	6	-2	-0.1	-2

cpd	TCR-CD3 inh	DDE Tn7 FP inh	HTRA1 inh	PRMT1 inh	mABHD4 FP
37	5	4	7	33*	-1
38	-11	2	nt	-1	-8
39	-13	-4	1	-4	4
40	-2	-3	-5	-2	3
41	8	4	-1	0	1
42	4	-3	-18	-1	-17
43	1	0	-11	3	-7
44	4	7	6	-2	5
45	2	-1	-1	0	-4
46	-1	-4	-17	2	3
47	-6	1	-23	2	-14
48	2	3	2	-1	8
49	-3	-3	nt	-4	1
50	1	4	-11	-1	2
51	4	0	0	-1	-3
